RAD54 branch – RAD54 (human) branch migration inhibition; Q92698; AID 602329; inhibition, % at 10.4 µM; 360,000 compounds, 0.14% hits; RAD54 Holliday junction branch migration, FAM/BHQ fluorescence;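 active = mean normalized replicate activity at least 40 and at least half of replicates scoring 40 or more; inconclusive = only one of the two criteria met; inactive = mean below 40 and under half of replicates reaching 40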;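 also: 0% = median of neutral control wells and 100% = median of positive control wells; inhibitors cause a drop in the FAM fluorescence signal; in these data hits start at about 50%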
Target sequence (Q92698 whole entry, looked up): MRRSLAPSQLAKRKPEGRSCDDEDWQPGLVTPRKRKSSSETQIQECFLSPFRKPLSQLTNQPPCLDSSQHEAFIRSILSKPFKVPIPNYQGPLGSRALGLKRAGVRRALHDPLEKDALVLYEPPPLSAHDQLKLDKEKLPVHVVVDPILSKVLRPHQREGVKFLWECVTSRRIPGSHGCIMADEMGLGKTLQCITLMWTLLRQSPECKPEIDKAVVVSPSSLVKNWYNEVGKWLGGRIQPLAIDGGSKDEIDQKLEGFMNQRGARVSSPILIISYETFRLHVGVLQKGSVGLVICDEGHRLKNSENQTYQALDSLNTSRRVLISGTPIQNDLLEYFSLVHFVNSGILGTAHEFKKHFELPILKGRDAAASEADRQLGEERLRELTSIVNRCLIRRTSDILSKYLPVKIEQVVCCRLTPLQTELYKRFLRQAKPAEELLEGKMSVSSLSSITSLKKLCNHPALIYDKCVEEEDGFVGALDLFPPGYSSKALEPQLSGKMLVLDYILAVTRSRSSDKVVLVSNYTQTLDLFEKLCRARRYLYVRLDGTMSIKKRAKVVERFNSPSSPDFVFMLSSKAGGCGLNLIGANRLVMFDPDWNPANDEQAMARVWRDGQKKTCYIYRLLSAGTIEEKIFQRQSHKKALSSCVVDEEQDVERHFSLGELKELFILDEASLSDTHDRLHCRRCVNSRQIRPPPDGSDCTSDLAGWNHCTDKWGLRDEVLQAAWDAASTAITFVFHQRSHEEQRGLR
esBAF inh – SWI/SNF esBAF complex inhibition; 350,000 compounds, 2% hits; reporter increase, % at 12.5 µM; mouse ES cells, Bmi1-luciferase knock-in reporter, 24 h; 100% = twice the neutral-well signal; in the data active = activation above about 40%; inconclusive = no clear call, values can overlap the other calls;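 also: 0% = median of the plate's neutral control wells and 100% = double that signal; a rise in the Bmi1 reporter signal indicates esBAF inhibition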
* = called active by the depositor; ? = inconclusive. This is a subset; rates above refer to the full screens.

SMILES | RAD54 branch | esBAF inh
COc1cccc(C2C(C(=O)Nc3nc4ccccc4s3)=C(C)NC3=C2C(=O)CC(C)(C)C3)c1OC (centres undefined) | 2 | -1
CCOc1ccccc1C(=O)N1CCCCC1C (centres undefined) | -1 | -5
Cc1ccc(-c2ccc(=O)n(CC(=O)NCCCN3CCCCC3C)n2)cc1 (centres undefined) | -9 | -3
CN(C(=O)COC(=O)c1cccc(S(=O)(=O)N2CCOCC2)c1)C1CCS(=O)(=O)C1 (centres undefined) | -5 | 0
COC(=O)C1CCN(C(=O)C23CCC(C)(C(=O)O2)C3(C)C)CC1 (centres undefined) | 0 | -4
Cc1ccc(C)c(/C(O)=C2/C(=O)C(=O)N(CCN3CCOCC3)C2c2ccc(C)o2)c1 (centres undefined) | -16 | 10
CCC1CC(C)(C(=O)Nc2ccc(S(N)(=O)=O)cc2)OC1=O (centres undefined) | 5 | -2
CCN1C(=NCCc2cccnc2)N[C@@H](c2ccccc2)[C@H](C(=O)OC)[C@H]1C | -3 | 17
CCC(C)(C)NC(=O)C(c1ccc(C)cc1)N(Cc1cccs1)C(=O)c1ccc2c(c1)OCCO2 (centres undefined) | 5 | 7
Cc1n[nH]c(=O)nc1NCc1ccccc1 | 5 | -5
CC(C)(C)OC(=O)NCCCCCc1nnc(SCC(N)=O)o1 | -7 | -1
Cc1cc(O)cc(=O)n1Cc1ccco1 | 0 | -5
CCOc1ccc(-n2c(C)nc3cc(C(=O)NCCCN4CCOCC4)ccc32)cc1 | -10 | -8
COc1ccc(CCn2c(-n3nc(C)cc3C)nc3c2c(=O)[nH]c(=O)n3C)cc1 | 2 | 4
COC(=O)c1ccc(NC(=O)c2ccc(CN3CCOCC3)cc2)cc1 | 2 | 2
O=C(Cn1nnc2ccccc21)N1CCCCC1 | 0 | -3
CCOC(=O)c1cnc2cc3c(cn2c1=O)CCCC3 | -2 | 38
Cc1ccc(S(=O)(=O)N2CCC(C(=O)N3CCC[C@H]3C(=O)NC3CCS(=O)(=O)C3)CC2)cc1 (some centres undefined) | 5 | -3
CN(C)c1c([N+](=O)[O-])cc2[nH]c(=O)[nH]c2c1[N+](=O)[O-] | 4 | -6
CCCCSC1(SCCCC)N=C(N)C2(C#N)C(c3ccccc3)NC(C)=C(C)C12C#N (centres undefined) | -5 | -7
Cc1nc(N)c(C#N)c(-c2ccccc2)c1C | 10 | -8
CN1CCCN(C2C3CC4CC(C3)CC2C4)CC1 (centres undefined) | 2 | -2
Cc1nc(-n2nnc3ccccc32)c2c3c(sc2n1)CCCC3 | 3 | -3
CC(C)(C)SCCNC(=O)c1ccccc1 | -7 | 21
CCCC1(C(=O)OCC)NC(c2cc(OC)c(OC)c(OC)c2)C2C(=O)N(CC)C(=O)C21 (centres undefined) | 1 | 0
COc1ccc(Nc2ccc3c(c2)=NC2(CCCCC2)[N+]=3[O-])cc1 | -2 | -82
N/C(=N\OC(=O)c1cc(-c2ccccc2)nc2ccccc12)c1ccc(Cl)cc1 | -5 | 1
Cc1cccnc1NC(=O)c1ccccc1NC(=O)C(C)(C)C | 1 | -1
CC(C)(C)C(=O)Nc1ccc(-c2cn3ccsc3n2)cc1 | 1 | -33
CCCn1c(SCc2cc(=O)[nH]c3ccccc23)nc2c1c(=O)n(C)c(=O)n2C | 10 | 1
O=c1[nH]c(=O)n(Cc2ccco2)c2c1C(C(F)(F)F)(C(F)(F)F)N=C(C1CCCCC1)N2 | -1 | -3
CN(CC(=O)Nc1ccccn1)S(=O)(=O)c1ccc(Cl)cc1 | 1 | -10
O=C(Nc1ccon1)c1cccc(S(=O)(=O)N2CCCCCC2)c1 | -27 | 1
CCOC(=O)C(=O)/C(=C\N(C)C)c1onc(-c2c(F)cccc2Cl)c1C(=O)OC | -3 | -5
c1ccc2c(N3CCCCCC3)nc(-c3ccncc3)nc2c1 | 5 | 0
CC1(C)Cc2c(sc3ncnc(N)c23)CO1 | -2 | 2
Cc1oc(-c2cccc(Cl)c2)nc1CN1CCC(C(=O)NCC2CCCO2)CC1 (centres undefined) | -9 | -4
Cc1sc2ncnc(NCC(c3ccco3)N3CCCC3)c2c1C (centres undefined) | -7 | -5
O=C(NCCCN1CCN(c2cccc(Cl)c2)CC1)c1ccc(N2CCCC2=O)cc1 | -15 | 6
Cc1nc(N2CCC(C)CC2)c2nnn(Cc3ccccc3)c2n1 | -2 | 5
CN(C)CC(=O)Nc1cc(C(F)(F)F)ccc1Cl | -4 | -7
Cc1cc2cc(CNC(=O)CCC(=O)O)ccc2[nH]1 | -7 | -7
O=c1oc2ccccc2c(NC(c2ccccc2)c2ccccc2)c1[N+](=O)[O-] | 6 | 4
COc1ccc(N2CCC(CNC(=O)Nc3ccccc3)C2)cc1 (centres undefined) | 2 | -5
COc1ccc(CCN2C(=O)C(Oc3ccccc3C)C2c2ccc3c(c2)OCO3)cc1OC (centres undefined) | 7 | 4
CCOC(=O)C1CCN(C(=O)C2CCCCC2)CC1 | -8 | 1
CC(=O)c1cccc(NC(=O)Nc2ccc3c(c2)N(C)C(=O)CS3)c1 | -1 | 4
Cc1ccc(SCc2cc(=O)n3[nH]cnc3n2)cc1 | -3 | 6
CCN1C(=O)CC(C(=O)Nc2ccc(F)cc2)SC1=Nc1cccc(OC)c1 (centres undefined) | 3 | -7
CCOC(=O)C1CCCN(Cc2nc(N)nc(Nc3ccc(Cl)cc3)n2)C1 (centres undefined) | -5 | 2

(list continues)
SMILES | RAD54 branch | esBAF inh
COc1cccc(C(=O)/C=C/Nc2ccc(S(=O)(=O)Nc3cccc(C(C)=O)c3)cc2)c1 | -12 | 32
CSc1ccc(S(=O)(=O)NCc2ccc(C)cc2)cc1 | 12 | -3
Cc1cc(Oc2ccc(-c3ccccc3)cc2)n2ncnc2n1 | -15 | 4
O=C1c2cccc3cccc(c23)C(=O)N1OS(=O)(=O)c1ccccc1 | 6 | ?
COC(=O)c1cc(NC(=O)/C=C/c2ccc3c(c2)OCO3)cc(C(=O)OC)c1 | 1 | -2
Cc1cccc2cc(C#N)c(SCC(=O)N3CCC(C)CC3)nc12 | -2 | -2
O=C(NC(=S)Nc1cc(Cl)ccc1N1CCOCC1)c1ccc(-c2cccc(Cl)c2)o1 | -4 | 0
CCOC(=O)c1ccc(Nc2c(CC)c(C)nc3ncnn23)cc1 | 0 | 9
COC(=O)c1nc(-n2nc(C)cc2C)ccc1Cl | -9 | -1
CCN(CC)C(=O)CCC(=O)Nc1ccc(C(=O)OC)cc1 | -2 | -4

Exported with values under each structure: entries from further up
Results follow in this order: RAD54 branch | esBAF inh
Cc1sc2ncnc(NCC(c3ccco3)N3CCCC3)c2c1C (centres undefined)
→ -7 | -5
O=C(NCCCN1CCN(c2cccc(Cl)c2)CC1)c1ccc(N2CCCC2=O)cc1
→ -15 | 6
Cc1nc(N2CCC(C)CC2)c2nnn(Cc3ccccc3)c2n1
→ -2 | 5
CN(C)CC(=O)Nc1cc(C(F)(F)F)ccc1Cl
→ -4 | -7
Cc1cc2cc(CNC(=O)CCC(=O)O)ccc2[nH]1
→ -7 | -7
O=c1oc2ccccc2c(NC(c2ccccc2)c2ccccc2)c1[N+](=O)[O-]
→ 6 | 4
COc1ccc(N2CCC(CNC(=O)Nc3ccccc3)C2)cc1 (centres undefined)
→ 2 | -5

Other structures
SMILES | RAD54 branch | esBAF inh
CCC(=O)Nc1ccc2c(c1)ncn2-c1ccccc1 | -11 | 33
NC(=O)CSc1nc2sc(-c3ccccc3)cc2c(=O)n1N | -2 | 20
CCCCCCNC(=O)c1c(O)c2cccc3c2n(c1=O)CCC3 | -24 | -10
CCn1nc(C)c(NC(=O)/C=C/c2cnn(C)c2)c1C | -5 | -5
O=C(NCc1ccco1)C1CN(S(=O)(=O)c2ccccc2)CCN1S(=O)(=O)c1ccccc1 (centres undefined) | 5 | -2
Cc1nc2ccccc2c(=O)n1/N=C/c1cn(-c2ccccc2)nc1-c1cccs1 | 4 | 34
Cc1nn(C)cc1C(C(=O)NC1CCCCC1)N(C(=O)Cn1nnc2ccccc21)c1ccc(F)cc1 (centres undefined) | 7 | 3
CC(C)Oc1ccccc1-c1nc(SCC(=O)O)n[nH]1 | -8 | -20
O=C(NCCc1ccccc1F)[C@@H]1CSC2c3ccccc3C(=O)N21 (some centres undefined) | 18 | 7
CC1(C)CC(=O)c2cc(C(=O)N3CCN(CCO)CC3)c(=O)n(-c3ccc(Cl)cc3)c2C1 | 0 | -1
CN1c2ccsc2C(O)=C(C(=S)Nc2ccccc2)S1(=O)=O | 9 | -4
O=C(Nc1cccc(O)c1)C1CCCN1C(=O)OCc1ccccc1 (centres undefined) | -7 | 0
CCn1c(=O)cc(SCC(=O)N2CCN(c3ccccn3)CC2)c2ccccc21 | -7 | -9
O=C(NCC1CCCO1)c1cccc(N2C(=O)C3C4C=CC(C4)C3C2=O)c1 (centres undefined) | 0 | 1
O=C(Cn1cc(C(=O)C2CC2)c2ccccc21)NC1CCCC1 | -8 | 1
CCOC(=O)C(C)Sc1nc2ccccc2c(=O)n1CC1CCCCC1 (centres undefined) | 5 | 2
Cc1ccc(NC(=O)c2ccc(S(=O)(=O)N3CCCC3)cc2)cc1 | -1 | 8
CCCCOc1ccc(C(=O)Nc2cccc(C)n2)cc1 | -8 | 21
CCCN(CCC)S(=O)(=O)c1ccc(C(=O)Nc2nnc(CSC)o2)cc1 | -9 | -6
CCN(c1cccc(C)c1)S(=O)(=O)c1c(C)[nH]c(=O)[nH]c1=O | 0 | 1
O=C(CCC(=O)NC1CC1)Nc1nnc(C2CCCCC2)s1 | -7 | 5
CC1(Cc2ccc3c(c2)OCO3)NC(=O)NC1=O (centres undefined) | 3 | -6
CCOc1ccc(OCCSc2nc3ccccc3c(=O)[nH]2)cc1 | -4 | 5
CC(C)COc1ccc(/C=C2/Sc3ccccc3C2=O)cc1 | -13 | 34
Cc1noc(C)c1COc1ccc(C(=O)OCC(=O)Nc2ccc3ccccc3c2)cc1 | 12 | 10
Cc1ccc(-c2nn3c(C)nnc3c3ccccc23)cc1S(=O)(=O)NCCN1CCOCC1 | -11 | 11
COc1cccc(Nc2ncnc3c2cnn3-c2cccc(C)c2)c1 | -11 | 56*
Clc1ccc(Oc2ncnc3oc(-c4ccccc4)cc23)cc1 | 3 | -3
O=C(Nc1ccccc1N1CCOCC1)c1ccccc1NS(=O)(=O)c1ccc(F)c(F)c1 | 6 | -17
Cn1c(CNc2ccc(Cl)cc2)nc2ccccc21 | -1 | ?
Cn1c(=O)n(C)c2cc(NC(=O)c3cc4ccccc4o3)ccc21 | -2 | 38
CCC(=O)c1ccccc1OCCSc1nc(C)cc(=O)[nH]1 | 0 | 2
Cc1cc(C)cc(OC(=O)N2CCOCC2)c1 | 4 | -2
O=C(Nc1ccc(N2CCN(C(=O)c3ccc(Cl)cc3)CC2)cc1)c1ccc2c(c1)OCCO2 | 4 | -10
Cc1ccc2cc(CNC(C)(C)C)c(=O)[nH]c2c1 | 2 | -1
CCOc1ccccc1NC(=O)C(Sc1ccccc1)c1ccccc1 (centres undefined) | -7 | -3
O=C(CCN1C(=O)C2C3C=CC(C3)C2C1=O)Nc1nccs1 (centres undefined) | -5 | -4
CCC(=O)N1CCN(c2ccc(NC(=O)c3cccs3)cc2)CC1 | -1 | 25
CCN1C(=O)Cc2cc(S(=O)(=O)N3CCOCC3)ccc21 | -4 | 3
COc1ccc(N2CCN(c3nc4ccccc4n3CC(=O)c3ccccc3)CC2)cc1 | 0 | 3
O=C1CS/C(=C\[N+](=O)[O-])N1c1ccccc1 | -1 | 4
CCOC(=O)c1csc(NC(=O)c2ccc3c(c2)OCCO3)n1 | -5 | 25
Clc1ccc(CSc2nnc(NC3=NCCCCC3)s2)cc1 | 5 | 13
CCOC(=O)c1c(NC(=O)CNCCO)sc(C)c1C | 5 | 2
COc1ccc(C2CC3CC(c4ccccc4)N2O3)cc1 (centres undefined) | -2 | 14
CCOC(=O)c1sc(C)c(C(=O)NCCCN2CCOCC2)c1N | -3 | -4
COc1ccc(OC)c(CCNC(=O)c2ccc3c(c2)N(Cc2ccc(F)cc2)CCS3)c1 | 11 | 7
COc1cccc(-c2noc(CCC(=O)NC3CCCCC3)n2)c1 | 13 | 5
COC(=O)CCn1nnc(-c2ccc(C(C)C)cc2)n1 | 1 | -68
CCOC(=O)c1sc(=S)n(CC)c1NC(=O)CC | -4 | -3

Going on with the list:
SMILES | RAD54 branch | esBAF inh
CC1=C(C#N)C(c2ccoc2)C(C(=O)OCc2ccccc2)=C(N)S1 (centres undefined) | -1 | 3
CCCCOC(=O)c1ccc(NC(=O)CSc2nncn2C)cc1 | 3 | 7
Oc1ccc(-c2nccc(-c3cccs3)n2)cc1 | 17 | 39
Cc1ccc(S(=O)(=O)NNC(=O)c2sc3nc(C)cc(C)c3c2-n2cccc2)cc1 | 5 | -1
COc1ccc(CCNC(=O)CN(c2ccc(OC)c(OC)c2)S(C)(=O)=O)cc1OC | -2 | 8
O=C1CN(C(=O)c2ccccn2)c2ccccc2N1 | -4 | 6
CCc1ccc(NC(=O)CCc2nc3cccnc3n2Cc2ccc(OC)cc2)cc1 | -8 | -5
COCC(C)n1c(C)cc(C(=O)CN2C(=O)NC3(CCCCC3C)C2=O)c1C (centres undefined) | -1 | 6
Clc1ccc(SCCn2cncn2)cc1 | 9 | -6
COC(=O)c1ccccc1NC(=O)Nc1ccc(C(=O)N2CCCC2)cc1 | -5 | -2
CCOC(=O)c1sc(NCc2ccco2)c(-c2nc3ccccc3s2)c1N | -5 | 23

Compound profiles (already shown). Values in the order: RAD54 branch	esBAF inh
Clc1ccc(SCCn2cncn2)cc1 as listed: 9	-6
COC(=O)c1ccccc1NC(=O)Nc1ccc(C(=O)N2CCCC2)cc1 as listed: -5	-2
COc1ccc(CCNC(=O)CN(c2ccc(OC)c(OC)c2)S(C)(=O)=O)cc1OC as listed: -2	8
O=C1CN(C(=O)c2ccccn2)c2ccccc2N1 as listed: -4	6
